IDH1 mut inh – inhibitors of IDH1 R132H reductase, primary screen, biochemical, plate reader, single point. Isocitrate dehydrogenase [NADP] cytoplasmic (Homo sapiens), O75874. 70,000 tested, 0.18% active. inhibition, % at 10 µM. diaphorase/resazurin fluorescence, 60 min; in the data active = inhibition above about 34%;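 note: 0% = DMSO and 100% = no enzyme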
Target sequence (O75874 whole entry R132H): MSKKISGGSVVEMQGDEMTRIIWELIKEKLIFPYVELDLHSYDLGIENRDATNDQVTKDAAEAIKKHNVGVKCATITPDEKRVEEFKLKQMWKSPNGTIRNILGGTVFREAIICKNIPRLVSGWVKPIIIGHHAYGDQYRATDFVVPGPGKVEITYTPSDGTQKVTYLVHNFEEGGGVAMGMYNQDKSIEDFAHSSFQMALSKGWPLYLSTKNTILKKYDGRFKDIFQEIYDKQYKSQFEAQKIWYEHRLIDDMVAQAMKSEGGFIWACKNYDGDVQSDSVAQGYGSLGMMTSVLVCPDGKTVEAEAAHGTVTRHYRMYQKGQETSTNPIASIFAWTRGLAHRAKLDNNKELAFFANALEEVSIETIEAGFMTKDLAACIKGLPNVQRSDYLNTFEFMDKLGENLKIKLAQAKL
PRC2 inh – EZH2/PRC2 methyltransferase inhibitors, primary screen, biochemical, DELFIA time-resolved fluorescence, single point; Histone-lysine N-methyltransferase EZH2 (Homo sapiens), Q15910; PRC2 H3K27 methylation, DELFIA TRF, 1 h; inhibition, % at 12.5 µM; 57,000 tested, 0.35% active; AID 651548, 2012;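 active = mean inhibition of replicates at least 50% and every single replicate also reaching 50%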;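 note: dimethyl H3K27 on biotinylated H3 21-44 peptide detected by antibody; plate controls were median neutral control wells for no effect and median positive control wells for full effect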
Numbers without * were called inactive; / = no result given. Not all compounds are listed. The share of hits here may be higher or lower than overall.

No.	Compound	IDH1 mut inh	PRC2 inh
1	CCOc1cc(C2NC(=S)NC(C)=C2C(=O)Nc2ccccc2C(=O)OC)cc(Br)c1O (centres undefined)	0.5	-5
2	C[C@H](NC(=O)C[C@H]1C=C[C@H](NC(=O)Cc2ccccn2)[C@H](CO)O1)c1ccccc1	0.3	3
3	C[C@@H]1CCCCO[C@@H](CN(C)C(=O)C2CCCCC2)[C@H](C)CN([C@H](C)CO)C(=O)c2cc(NC(=O)Nc3ccc4c(c3)OCO4)ccc2O1	1.7	/
4	CC(C)NC(=O)NCC[C@H]1CC[C@H](NC(=O)Nc2ccccc2)[C@H](CO)O1	0.4	-9
5	C[C@@H]1CN([C@H](C)CO)S(=O)(=O)c2ccc(-c3ccccc3F)cc2O[C@@H]1CN(C)Cc1cncnc1	0.9	/
6	C[C@H](CO)N1C[C@H](C)[C@H](CN(C)C(=O)Nc2ccc(F)cc2)Oc2ncc(C3=CCCC3)cc2C1=O	-2.1	/
7	C[C@@H]1CN([C@@H](C)CO)C(=O)c2cccc(N(C)C)c2O[C@H]1CN(C)Cc1ccc(-c2ccccc2)cc1	/	11
8	O=C1N(CCS(=O)(=O)c2ccccc2)Cc2ccccc2[C@@H]2OC(c3ccc(OCCCO)cc3)=N[C@]12CCS(=O)(=O)c1ccccc1	/	7
9	O=C(Nc1ccccc1)C1CC(=O)n2ncnc2N1 (centres undefined)	-0.2	10
10	O=C(C[C@H]1C[C@H]2c3cc(NC(=O)Cc4ccncc4)ccc3O[C@H]2[C@H](CO)O1)NCCN1CCCCC1	-0.7	10
11	O=S(=O)(N[C@@H]1CC[C@@H](CCn2cc(-c3cccc(F)c3)nn2)O[C@H]1CO)c1ccccc1	-0.1	32
12	CO[C@@H]1CN(C)C(=O)c2cc(NS(=O)(=O)c3ccccc3)ccc2OC[C@@H](C)N(C)C[C@@H]1C	0.2	0
13	C[C@@H]1CN([C@@H](C)CO)C(=O)c2cccc(NS(=O)(=O)c3ccc(Cl)cc3)c2O[C@@H]1CN(C)CC1CC1	0.8	-8
14	C[C@H]1CN([C@@H](C)CO)C(=O)Cc2cc(NS(=O)(=O)c3ccc(Cl)cc3)ccc2O[C@H]1CN(C)Cc1ccncc1	0.2	1
15	CC(C)NC(=O)N(C)C[C@H]1Oc2c(NS(=O)(=O)c3ccc(Cl)cc3)cccc2C(=O)N([C@H](C)CO)C[C@H]1C	-7.6	-6
16	C=CCn1c(=O)c(C(=O)NCCCO)c(O)c2ccccc21	0.3	0
17	COc1ccc(NC(=O)N(C)C[C@@H]2Oc3ccc(NS(=O)(=O)c4ccc(Cl)cc4)cc3CC(=O)N([C@H](C)CO)C[C@H]2C)cc1	-0.7	/
18	CC(Sc1nc(N)cc(N)n1)C(=O)Nc1ccc(Cl)cc1 (centres undefined)	-0.2	-9
19	O=C(CCN1CCCCC1)NCC[C@@H]1CC[C@H](NC(=O)C2CCCC2)[C@H](CO)O1	0.2	-4
20	C[C@H]1CN([C@@H](C)CO)C(=O)c2cc(NC(=O)C3CCCCC3)ccc2O[C@H]1CN(C)Cc1ccc(C(=O)Nc2ccccc2N)cc1	/	11
21	COc1ccc(-c2nc(C#N)c(NCCN3CCOCC3)o2)cc1	-0.6	-8
22	Cc1ccc2c(C)c(C(=O)Nc3sc4c(c3C(=O)NCc3ccco3)CCC4)oc2c1	0.2	9
23	CCCCc1nn(-c2ccccc2C(F)(F)F)c(=O)n1Cc1ccc(-c2ccccc2S(=O)(=O)NC(=O)c2sccc2C)cc1	3.3	62*
24	C[C@@H]1CN([C@@H](C)CO)C(=O)c2cc(C#CCN(C)C)cnc2O[C@H]1CN(C)Cc1ccc(-c2ccccc2)cc1	-10	-17
25	C[C@@H]1CCCCO[C@H](CN(C)S(=O)(=O)c2cn(C)cn2)[C@H](C)CN([C@H](C)CO)C(=O)c2cc(NC(=O)CCCN(C)C)ccc2O1	0.2	/

Structural class: those above containing two or more sulfur atoms
No.	Compound	IDH1 mut inh	PRC2 inh
8	O=C1N(CCS(=O)(=O)c2ccccc2)Cc2ccccc2[C@@H]2OC(c3ccc(OCCCO)cc3)=N[C@]12CCS(=O)(=O)c1ccccc1	/	7
23	CCCCc1nn(-c2ccccc2C(F)(F)F)c(=O)n1Cc1ccc(-c2ccccc2S(=O)(=O)NC(=O)c2sccc2C)cc1	3.3	62*

Remaining list, next part
No.	Compound	IDH1 mut inh	PRC2 inh
26	CO[C@@H]1CN(C)C(=O)c2cc(NC(=O)NC3CCCCC3)ccc2OC[C@H](C)N(C)C[C@H]1C	0.1	1
27	O=C(Nc1ccc(Cl)cc1)N[C@H]1CC[C@H](CCn2cc(C3(O)CCCC3)nn2)O[C@@H]1CO	0.0	5
28	CN1CCN(C(=O)C[C@H]2C[C@H]3c4cc(NC(=O)Cc5ccncc5)ccc4O[C@H]3[C@@H](CO)O2)CC1	-0.8	2
29	C[C@@H]1CN([C@H](C)CO)C(=O)c2cccc(NC(=O)NC3CCCCC3)c2O[C@@H]1CN(C)S(C)(=O)=O	4.0	0
30	C[C@H](CO)N1C[C@H](C)[C@@H](CN(C)Cc2ccncc2)OCCCC[C@H](C)Oc2ccc(NC(=O)Nc3ccc(F)cc3)cc2C1=O	1.2	/
31	Cc1ccc(-c2cnc3c(c2)C(=O)N([C@H](C)CO)C[C@H](C)[C@H](CN(C)C(=O)c2ccccc2)O3)cc1	-0.7	-11
32	COc1ccccc1N(CC(=O)N(C)C)S(=O)(=O)c1ccc(C)cc1	-0.3	-9
33	CCO[C@@H]1OC(C(=O)N2CCN(Cc3ccc4c(c3)OCO4)CC2)=C[C@H](C(C)(C)C)[C@H]1CCCO	/	-1
34	Cc1ccc(C)c(NC(=O)CC2C(=O)N(c3ccccc3)C(=S)N2Cc2ccco2)c1 (centres undefined)	0.5	-3
35	C[C@@H]1CN([C@@H](C)CO)C(=O)c2cccc(NC(=O)c3ccncc3)c2O[C@H]1CN(C)Cc1ccc(Cl)c(Cl)c1	1.6	5
36	C[C@H]1CN([C@@H](C)CO)C(=O)c2cccc(NC(=O)C3CC3)c2O[C@H]1CN(C)Cc1ccc(C(=O)O)cc1	2.0	1
37	C[C@@H]1CN([C@@H](C)CO)C(=O)c2cc(NS(=O)(=O)c3cn(C)cn3)ccc2O[C@@H]1CN(C)Cc1ccc(-c2ccccc2)cc1	-0.1	3
38	C[C@H](CO)N1C[C@H](C)[C@H](CN(C)Cc2ccncc2)OCCCC[C@H](C)Oc2ccc(NC(=O)CCCN(C)C)cc2C1=O	7.3	10
39	C[C@@H]1CN([C@@H](C)CO)C(=O)c2cccc(NS(=O)(=O)c3ccccc3)c2O[C@@H]1CN(C)S(=O)(=O)c1cn(C)cn1	-1.4	/
40	CN1Cc2c(N)cccc2C(c2ccccc2)C1 (centres undefined)	-1.6	/
41	CO[C@H]1CN(C)C(=O)c2cc(NC(=O)C3CCC3)ccc2OC[C@@H](C)N(C(=O)NC(C)C)C[C@@H]1C	0.2	-5
42	CCCC(=O)Nc1ccc2c(c1)OC[C@H](C)N(C(=O)c1ccncc1)C[C@H](C)[C@H](OC)CN(C)C2=O	0.3	-4
43	C[C@@H]1CN([C@H](C)CO)C(=O)CCCn2cc(nn2)CO[C@H]1CN(C)C(=O)Nc1ccnc(N2CCOCC2)c1	-0.4	1
44	C[C@@H]1CN([C@H](C)CO)C(=O)Cc2cc(NC(=O)CCN3CCOCC3)ccc2O[C@H]1CN(C)C(=O)NC1CCCCC1	0.9	-7
45	O=C(Nc1ccc(F)cc1)N[C@@H]1CC[C@@H](CCNS(=O)(=O)c2cccc(Cl)c2)O[C@H]1CO	-0.4	5
46	Cc1noc(C)c1NC(=O)N(C)C[C@@H]1Oc2ccc(NS(=O)(=O)c3ccc(F)cc3)cc2CC(=O)N([C@H](C)CO)C[C@H]1C	3.2	/
47	COCC#Cc1cnc2c(c1)C(=O)N([C@H](C)CO)C[C@H](C)[C@@H](CN(C)C(=O)C1CCCCC1)O2	0.3	1
48	CC(=O)c1cccc(NC(=O)C(CC(C)C)N2C(=O)c3ccccc3C2=O)c1 (centres undefined)	-0.3	5
49	C[C@H]1CCCCO[C@H](CN(C)C(=O)c2ccccc2)[C@@H](C)CN([C@@H](C)CO)C(=O)c2cc(NS(=O)(=O)c3cn(C)cn3)ccc2O1	1.7	/
50	O=C(NCC[C@@H]1CC[C@H](NS(=O)(=O)c2ccc(F)cc2)[C@@H](CO)O1)Nc1ccc(F)cc1	-0.1	-11
51	C[C@H]1CN([C@@H](C)CO)C(=O)c2cccc(NC(=O)Nc3ccc(F)cc3)c2O[C@@H]1CN(C)S(=O)(=O)c1cccs1	-1.6	/
52	C[C@@H]1CCCCO[C@@H](CN(C)CC2CCCCC2)[C@@H](C)CN([C@@H](C)CO)C(=O)c2cc(NC(=O)C3CCCCC3)ccc2O1	1.9	/
53	C[C@H]1CN([C@@H](C)CO)C(=O)c2cccc(NC(=O)c3ccc(-c4nccs4)cc3)c2O[C@H]1CN(C)C(=O)Nc1cccc2ccccc12	-0.4	/
54	CCCNC(=O)N1C[C@H](C)[C@H](OC)CN(C)C(=O)c2ccc(NC(=O)C3CCC3)cc2OC[C@H]1C	0.0	-17
55	COc1ccc(NC(=O)N(C)C[C@@H]2Oc3ccc(NS(=O)(=O)c4ccc(F)cc4)cc3CC(=O)N([C@@H](C)CO)C[C@@H]2C)cc1	0.2	/
56	CO[C@@H]1CN(C)C(=O)c2cc(NS(=O)(=O)CC(F)(F)F)ccc2OC[C@H](C)N(C(=O)NC(C)C)C[C@H]1C	-0.1	5
57	C[C@@H]1CN([C@@H](C)CO)C(=O)c2cc(-c3ccccc3F)cnc2O[C@@H]1CN(C)C(=O)CN(C)C	0.1	8
58	C[C@H](CO)N1C[C@H](C)[C@H](CN(C)Cc2ccc(Oc3ccccc3)cc2)Oc2ccc(NC(=O)Nc3ccc4c(c3)OCO4)cc2CC1=O	1.1	/
59	COc1cccc(S(=O)(=O)N[C@@H]2C=C[C@@H](CC(=O)NC3CCC3)O[C@@H]2CO)c1	-0.1	9
60	COc1ccc(-c2cnc3c(c2)C(=O)N([C@@H](C)CO)C[C@H](C)[C@H](CN(C)C(=O)Cc2ccccc2)O3)cc1	-0.1	/
61	CC(=O)c1cccc(NC(=O)CSc2nnc3c(n2)[nH]c2ccccc23)c1	0.2	15
62	CCCN(C)C[C@H]1Oc2cc(C#CC(C)C)ccc2S(=O)(=O)N([C@H](C)CO)C[C@H]1C	-0.4	/
63	Cc1ccc(-c2cnc(-c3ccc(Br)cc3)o2)cc1	-0.4	-4
64	O=C(NCC[C@@H]1CC[C@@H](NC(=O)C2CCCCC2)[C@H](CO)O1)c1cc(Cl)cc(Cl)c1	-0.2	2
65	CO[C@H]1CN(C)C(=O)c2cc(NS(=O)(=O)c3ccc(C)cc3)ccc2OC[C@@H](C)N(Cc2nccs2)C[C@H]1C	-0.6	2
66	COc1ccc(S(=O)(=O)N(CC(N)=O)C2CCCCC2)cc1Cl	-0.7	-13
67	C[C@H](CO)N1C[C@H](C)[C@H](CN(C)CC2CC2)Oc2ccc(NS(C)(=O)=O)cc2CC1=O	2.0	3
68	C[C@@H]1CN([C@H](C)CO)C(=O)c2cccc(NC(=O)Nc3ccc(F)cc3)c2O[C@H]1CN(C)CC1CCCCC1	/	-30
69	CN(C)c1ccc2c(c1)[C@H]1C[C@H](CC(=O)NCc3ccc(Cl)cc3)O[C@@H](CO)[C@H]1O2	-1.7	-21
70	COc1ccc(NC(=O)COc2cc(C)ccc2C)cc1NC(=O)c1ccco1	-0.3	12
71	COC(=O)N(C)C[C@@H]1OCc2ccccc2-c2ccccc2C(=O)N([C@@H](C)CO)C[C@H]1C	-0.2	-14
72	CCC(=O)N1C[C@H](C)[C@@H](OC)CN(C)C(=O)c2cc(NC(=O)Nc3ccc(Cl)cc3)ccc2OC[C@@H]1C	0.8	7
73	O=C(C[C@H]1C[C@@H]2c3cc(NC(=O)C4CCOCC4)ccc3O[C@@H]2[C@@H](CO)O1)NC1CCCC1	-0.1	9
74	O=C(O)c1cc(NC(=O)C2CCCO2)cc(NC(=O)C2CCCO2)c1 (centres undefined)	0.8	6
75	COc1ccccc1C(=O)N1CCN(c2ccc([N+](=O)[O-])c(NCc3ccco3)c2)CC1	0.0	16

Record cards (already shown):
C[C@H]1CN([C@@H](C)CO)C(=O)c2cccc(NC(=O)c3ccc(-c4nccs4)cc3)c2O[C@H]1CN(C)C(=O)Nc1cccc2ccccc12 in the list: IDH1 mut inh: -0.4; PRC2 inh: /
COc1ccc(S(=O)(=O)N(CC(N)=O)C2CCCCC2)cc1Cl in the list: IDH1 mut inh: -0.7; PRC2 inh: -13
COc1ccc(NC(=O)COc2cc(C)ccc2C)cc1NC(=O)c1ccco1 in the list: IDH1 mut inh: -0.3; PRC2 inh: 12

Going on with the list.
No.	Compound	IDH1 mut inh	PRC2 inh
76	C[C@H]1CN([C@@H](C)CO)S(=O)(=O)c2ccc(-c3cccc(C#N)c3)cc2O[C@H]1CN(C)C(=O)C1CC1	0.0	/
77	C[C@@H]1CN([C@H](C)CO)C(=O)c2cc(NS(=O)(=O)c3ccc(Cl)cc3)ccc2O[C@H]1CN(C)C	-3.2	-1
78	CCCC#Cc1cnc2c(c1)C(=O)N([C@H](C)CO)C[C@H](C)[C@H](CN(C)C(=O)c1cccnc1)O2	0.3	/
79	C[C@@H]1CN([C@H](C)CO)C(=O)c2cc(NC(=O)Nc3ccc(C(F)(F)F)cc3)ccc2O[C@@H](C)CCCCO[C@@H]1CN(C)S(=O)(=O)c1ccc(Cl)cc1	5.0	/
